Bioassay records (PubChem)
ALOX12 inh – blocks human arachidonate 12S-lipoxygenase. 580,000 compounds, 1.1% hits. purified 12hLO, xylenol orange hydroperoxide absorbance. Potency, µM (titrated, usually from 108 µM), inactives show at the top dose activity change, negative = inhibition, hits mostly inhibitors. P18054; active means well fitted inhibition curve with a large enough effect; inconclusive means small, poorly fitted or top-dose-only effect, or another doubt; inactive means no such curve, though single readings can be large or run the other way; further: potency means the concentration at half of the fitted maximal effect
Target sequence (P18054 whole entry, looked up): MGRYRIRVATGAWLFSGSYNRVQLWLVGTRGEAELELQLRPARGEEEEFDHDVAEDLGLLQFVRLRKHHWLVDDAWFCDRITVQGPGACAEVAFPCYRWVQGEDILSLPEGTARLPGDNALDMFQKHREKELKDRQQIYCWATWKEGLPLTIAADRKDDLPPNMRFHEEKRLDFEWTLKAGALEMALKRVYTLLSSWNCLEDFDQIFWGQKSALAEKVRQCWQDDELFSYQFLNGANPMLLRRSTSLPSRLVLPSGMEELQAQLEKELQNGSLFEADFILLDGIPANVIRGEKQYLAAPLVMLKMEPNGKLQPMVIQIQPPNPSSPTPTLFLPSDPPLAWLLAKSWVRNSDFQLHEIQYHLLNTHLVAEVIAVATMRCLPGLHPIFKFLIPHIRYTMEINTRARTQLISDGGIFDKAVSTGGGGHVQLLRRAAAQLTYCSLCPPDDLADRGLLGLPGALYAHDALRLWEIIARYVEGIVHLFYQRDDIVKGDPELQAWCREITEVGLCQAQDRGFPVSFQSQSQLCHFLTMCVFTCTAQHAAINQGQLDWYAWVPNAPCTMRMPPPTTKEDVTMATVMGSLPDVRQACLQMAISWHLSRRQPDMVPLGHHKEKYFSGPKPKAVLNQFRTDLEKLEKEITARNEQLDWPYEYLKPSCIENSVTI
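Purified human 12hLO (150 nM final) in 25 mM Hepes, 0.01% Triton X-100, pH 7.0 was preincubated 15 min at room temperature with compound. Then 40 uM arachidonic acid was added, 30 min. Hydroperoxide was read by Fe-XO absorbance ratio 573/405 nm.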
LDHA block – LDHA (human) enzyme inhibition; purified LDHA, NADH/diaphorase-resazurin fluorescence; active compounds read low; P00338; activity change, % (values are at about 110 or 230 µM); 480,000 compounds, 0.15% hits; in the data active means activity change below about -30%; inconclusive means mostly about -25% to -30%;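 further: plate controls were DMSO wells for no effect and wells without enzyme for full effect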
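Enzyme activity of human lactate dehydrogenase 5 (2 nM; 0.06 mM NADH, 0.2 mM pyruvate, 5 min, RT) is measured via a resazurin/diaphorase fluorescence readout of residual NADH.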
Starred values were filed as active, the others as inactive; i = inactive; ? = inconclusive; [ ] = remark or other dose. Unless noted, on the % scale 0 is the no-effect control and ±100 the full control effect.

SMILES	ALOX12 inh	LDHA block
CCCSc1nn(CCCN(C)C)c2nc3sc4c(c3c(=O)n12)CCCC4	3%	1
COc1ccc2nc(SCC(=O)N(Cc3ccccc3)C3CCS(=O)(=O)C3)[nH]c2c1 (stereo unspecified)	8%	0
COC(=O)N1CCC2CC1c1c(Cl)cccc12 (stereo unspecified)	-10%	-13
Cc1ccc(Nc2nc(-c3cc4ccccc4oc3=O)cs2)cc1C	-16%	-8
Cc1cc(C)cc(NC(=O)C(Nc2ccc3oc(C)nc3c2)c2ccccc2)c1 (stereo unspecified)	?	89
Oc1cccc2[nH]ncc12	-21%	13
COC[C@H]1CCCN1[C@@H]1CS(=O)(=O)N[C@H]1COCc1ccccc1	-7%	-8
Cc1c2c(=O)n(-c3ccc(F)cc3)[nH]c2cc(=O)n1Cc1ccccc1	11µM*	-3
N#C/C(=C\c1c[nH]c2ccccc12)C(=O)OC1CCCCC1	?	4
O=C(c1ccccc1Cl)N1CCCC(c2nc3ccccc3o2)C1 (stereo unspecified)	-15%	-4
Nc1cccc(-c2cc(C(=O)O)c3cc(Br)ccc3n2)c1	?	1
COc1ccc2nc(NC(=O)c3cc(-c4ccc(C)cc4)on3)sc2c1	33%[activator]	16
CNC(=O)c1ccccc1OCc1coc(-c2ccc(OC)cc2)n1	-24%	4
Cc1ccc2c(-c3cc4ccccc4o3)cc(=O)oc2c1	0%	-1
CN(C)CC1CCCN1 (stereo unspecified)	-1%	-3
COc1ccc2c(c1)CCCN2C(=O)c1cc2cc(Cl)ccc2nc1C	45µM*	0
NC(=O)C1CCN(C(=O)c2cc(-c3ccc(-c4ccccc4)cc3)nc3ccccc23)CC1	?	-4
CCn1nc(C(=O)N2CCNC(=O)C2)c2ccccc2c1=O	-3%	1
O=C(C[C@@H]1C=C[C@H](NC(=O)Cc2ccccn2)[C@@H](CO)O1)NCCc1ccccc1	-11%	-4
CCN(Cc1ccc(C(N)=O)cc1)C1CCCC1	-28%	2
CCCCC[C@@H]1CCCCC[C@@H](O)C[C@@H](O)[C@H](O)/C=C/C(=O)O1	0%	0
Cc1ccc(NC(=S)NCCc2ccccc2)cc1	?	0
COc1cccc(-c2nc(CS(=O)(=O)CC(=O)Nc3ccc(F)cc3C)c(C)o2)c1	0%	5
CCCOC(=O)c1c(-c2cccc(C)c2)csc1NC(=O)c1ccncc1	?	-7
CC(c1nnc(SCC(=O)Nc2ccc(Cl)cc2)n1C)N1C(=O)COc2ccccc21 (stereo unspecified)	-9%	3
CCOc1ccc(C(=O)NC2(C(=O)OC)CCCCC2)cc1OC	11%	-1
Cc1ccc(CN2CCC(C)(Oc3ccc(Cl)cc3)C2)cc1 (stereo unspecified)	?	0
O=S1(=O)C[C@H](N2CCN(Cc3ccc4c(c3)OCO4)CC2)[C@@H](S(=O)(=O)c2ccccc2)C1	-12%	6
C=C(C)Cn1c(NCCC)nc2c1c(=O)[nH]c(=O)n2C	25%	-18
O=[N+]([O-])c1ccc(Cl)c(/C=N/Nc2nc(Cl)c(Cl)cc2Cl)c1	?	2
CCOC(=O)c1oc2c(c1C)/C(=N\O)CCC2	9%	-1
COc1ccc(F)cc1C(=O)/C=C/c1ccc(SC)cc1	-21%	4
Cc1ccc(CN(CCc2ccccc2)C(=O)c2ccc(C#N)cc2)s1	-3%	11
CCOC(=O)CCCNC(=S)Nc1c(C)cccc1C	?	1
O=C(CNC(=O)c1ccccc1F)Nc1ccc(Cl)c(S(=O)(=O)N2CCCCC2)c1	0%	3
Cc1cc2oc(=O)cc(COC(=O)c3n[nH]c4ccccc34)c2cc1Cl	?	15
Cc1ccc(OCC(O)Cn2c(N(C)Cc3ccccc3)nc3c2c(=O)[nH]c(=O)n3C)cc1 (stereo unspecified)	?	-9
CCNc1c(NC(=O)NCc2ccc(C)cc2)c(=O)oc2ccccc12	?	6
COc1ccc(-c2csc(C(NC(C)=O)c3cccc(F)c3)n2)cn1 (stereo unspecified)	?	-1
CCOc1ccc(C2NC(=O)NC(CS(=O)(=O)c3cc(Cl)ccc3OC)=C2C(=O)OC)cc1 (stereo unspecified)	?	-10
Cc1c(-c2ccccc2)oc2c(C(=O)OCC(=O)OC(C)(C)C)cccc2c1=O	?	1
CCOC(=O)c1ccc(Oc2c(C)oc3cc(OC(=O)c4ccc5c(c4)OCO5)ccc3c2=O)cc1	35%[activator]	2
CC(=O)N1C2C=CC(C2)C1(C(F)(F)F)C(F)(F)F (stereo unspecified)	1%	-4
COc1ccc(-c2nc(CN3CCCC3c3nnc4ccccn34)co2)cc1 (stereo unspecified)	-7%	-4
CCCCn1c(=O)c2ccccc2n(CC(=O)Nc2cccc(C(F)(F)F)c2)c1=O	?	-3
CNC(=O)CN(C)c1nc(-c2ccncc2)nc2ccccc12	14%	13
COc1ccc(CC(=O)Nc2nonc2-c2ccc(OC)c(OC)c2)cc1	6%	8
CSc1ccc(CN(C)C(=O)c2cc(F)cc(F)c2)cc1	10%	3
Cc1cccc(-c2nc(C#N)c(NCCCN(C)C)o2)c1	?	6
Nc1ccccc1C(=O)Nc1ccccn1	0%	-1
Nc1ccc(C(=O)O)c([N+](=O)[O-])c1	?	-3
CCCN(CCC)Cc1cc(=O)oc2cc(OC)ccc12	i	2
O=C1CCCc2c1[nH]c1ccc(C34CC5CC(CC(C5)C3)C4)cc21	20%	-2
CCOc1cc(/C=C2/NC(=O)NC2=O)cc(I)c1OC	15%	3
C[C@@H](c1ccccc1)N1C[C@H](COCc2ccccc2)Oc2cc(N3CCC[C@H]3CO)ccc2S1(=O)=O	?	-1
N#Cc1ccc(N2CCC(C(=O)Nc3nccs3)CC2)nc1	41%	2
Cc1cc(OCC(=O)N2CCCCC2CCN2CCCC2)cc(C)c1Cl (stereo unspecified)	-18%	-1
O=C(CN1CCCC1c1ccc2c(c1)OCCCO2)Nc1c(Cl)cccc1C(F)(F)F (stereo unspecified)	30%[activator]	-16
Cc1ccc(-c2nn(C)c(=O)c3c2CCCC3)cc1S(=O)(=O)NC1CC1	19%	-15
C#CCN1CCC(C(=O)N(C)Cc2cccc(OC(F)F)c2)CC1	6%	2

The list goes on.
SMILES	ALOX12 inh	LDHA block
O=S(=O)(c1ccc(-c2csc(Nc3cccc4ccccc34)n2)cc1)N1CCOCC1	?	5
O=C(NCCc1c[nH]c2ccccc12)c1ccc2ccccc2n1	-28%	3
COc1c(C)cc(N)cc1C	-18%	10
N#Cc1ccnc(N2CCN(C(=O)Nc3ccc(F)cc3)CC2)c1	12%	5
O=C(Nc1ccccc1)C1CCN(C(=O)c2ccc3ccccc3n2)CC1	?	8
O=C(NCCN1CCCCCC1)C1CCCC1	3%	-1
O=[N+]([O-])c1ccc(/C=N/Nc2ccc(Cl)nn2)cc1	17%	-1
O=Cc1ccccc1-n1ccnc1	?	4
Cn1ccnc1CN(C1CC1)S(=O)(=O)c1cc(F)ccc1F	68%	-6
COCCN1C(=O)CSCC1(C)C(=O)Nc1c(C)cccc1C (stereo unspecified)	2%	-2
CN1CCN(C(=O)CN2CCN(C(C(=O)O)c3cn(C)c4cc(C(=O)O)ccc34)CC2)CC1 (stereo unspecified)	-2%	3
CCCNC(=O)CN(C)C(=O)c1cc2ccccc2n1CC	?	5
NC(=O)C1CCN(C(=O)c2ccc3ccn(Cc4ccccc4)c3c2)CC1	12%	2
Cc1cccc(CN2CCN(C(=O)c3cc(C4CC4)nn3-c3ccccc3)CC2)c1	?	3
COc1ccc2[nH]cc(CCNC(=O)/C=C/[C@H]3O[C@@H](n4cc(C)c(=O)[nH]c4=O)C[C@@H]3O)c2c1	-10%	-2
Cc1ccc2c(COC(=O)COc3ccc(Br)cc3)cc(=O)oc2c1	5%	10
CCNC(=O)C1CCCN1S(=O)(=O)c1ccc(Br)s1 (stereo unspecified)	4%	4
O=S(=O)(c1cc(F)ccc1F)N1CCN(Cc2ccc3c(c2)CCO3)CC1	-7%	1
COc1ccc(Cc2nnc(/C=C/c3ccccc3OC)o2)cc1	2%	-2
CCc1cc(=O)oc2c(C)c(OCc3ccc(OC)cc3)ccc12	27%	9
C/C=C/C=N/NC(=O)C(O)c1ccccc1 (stereo unspecified)	?	8
Cc1ccc(-c2ccc(OC(=O)c3ccc(C)c(C)c3)cc2)cc1	-2%	7
Cc1ccccc1CNC(C)(C)CO	-32%	-2
Cc1cc(Cl)ccc1Nc1nc(NCc2ccc3c(c2)OCO3)nc2nccnc12	0%	-5
N#Cc1ccc(NC(=S)/N=C(\N)c2ccccc2)cc1	-20%	-14
CC(C)Oc1ccc(CN2CCC2(C)C(=O)NCc2ccc(C(F)(F)F)cc2)cc1 (stereo unspecified)	14%	2
CC(=O)Oc1ccc2ccc3ccc(OC(C)=O)c4ccc1c2c34	-29%	-1
Cc1cc(C)c2c(C)c(C(=O)NCC(c3ccco3)N3CCCC3)oc2c1 (stereo unspecified)	?	2
COc1ccc(Cl)cc1NC(=O)COC(=O)CCS(=O)(=O)c1ccc(NC(C)=O)cc1	-8%	?
CCc1nc2c(OCc3cc(Cl)cc(Cl)c3)cccn2c1N(C=O)Cc1ccccc1	?	-1
Cc1ccc2ccccc2c1C(O)c1ncc(-c2ccc(F)cc2)[nH]1 (stereo unspecified)	?	-12
COc1ccc(C2CC(=O)Nc3ccsc32)cc1 (stereo unspecified)	6%	-7
CC(Sc1ccc(Cl)cc1)C(=O)N1CCN(c2nccs2)CC1 (stereo unspecified)	5%	-16
Cc1cnc(NC(=O)c2cccnc2Oc2ccc(F)cc2Br)s1	3%	-1

Two records picked at random from those above:
SMILES	ALOX12 inh	LDHA block
CC(C)Oc1ccc(CN2CCC2(C)C(=O)NCc2ccc(C(F)(F)F)cc2)cc1 (stereo unspecified)	14%	2
CCc1nc2c(OCc3cc(Cl)cc(Cl)c3)cccn2c1N(C=O)Cc1ccccc1	?	-1

Reprinted from the entries so far, 26 compounds:
SMILES	ALOX12 inh	LDHA block
Cn1ccnc1CN(C1CC1)S(=O)(=O)c1cc(F)ccc1F	68%	-6
COCCN1C(=O)CSCC1(C)C(=O)Nc1c(C)cccc1C (stereo unspecified)	2%	-2
CN1CCN(C(=O)CN2CCN(C(C(=O)O)c3cn(C)c4cc(C(=O)O)ccc34)CC2)CC1 (stereo unspecified)	-2%	3
CCCNC(=O)CN(C)C(=O)c1cc2ccccc2n1CC	?	5
NC(=O)C1CCN(C(=O)c2ccc3ccn(Cc4ccccc4)c3c2)CC1	12%	2
Cc1cccc(CN2CCN(C(=O)c3cc(C4CC4)nn3-c3ccccc3)CC2)c1	?	3
COc1ccc2[nH]cc(CCNC(=O)/C=C/[C@H]3O[C@@H](n4cc(C)c(=O)[nH]c4=O)C[C@@H]3O)c2c1	-10%	-2
Cc1ccc2c(COC(=O)COc3ccc(Br)cc3)cc(=O)oc2c1	5%	10
CCNC(=O)C1CCCN1S(=O)(=O)c1ccc(Br)s1 (stereo unspecified)	4%	4
O=S(=O)(c1cc(F)ccc1F)N1CCN(Cc2ccc3c(c2)CCO3)CC1	-7%	1
COc1ccc(Cc2nnc(/C=C/c3ccccc3OC)o2)cc1	2%	-2
CCc1cc(=O)oc2c(C)c(OCc3ccc(OC)cc3)ccc12	27%	9
C/C=C/C=N/NC(=O)C(O)c1ccccc1 (stereo unspecified)	?	8
Cc1ccc(-c2ccc(OC(=O)c3ccc(C)c(C)c3)cc2)cc1	-2%	7
Cc1ccccc1CNC(C)(C)CO	-32%	-2
Cc1cc(Cl)ccc1Nc1nc(NCc2ccc3c(c2)OCO3)nc2nccnc12	0%	-5
N#Cc1ccc(NC(=S)/N=C(\N)c2ccccc2)cc1	-20%	-14
CC(C)Oc1ccc(CN2CCC2(C)C(=O)NCc2ccc(C(F)(F)F)cc2)cc1 (stereo unspecified)	14%	2
CC(=O)Oc1ccc2ccc3ccc(OC(C)=O)c4ccc1c2c34	-29%	-1
Cc1cc(C)c2c(C)c(C(=O)NCC(c3ccco3)N3CCCC3)oc2c1 (stereo unspecified)	?	2
COc1ccc(Cl)cc1NC(=O)COC(=O)CCS(=O)(=O)c1ccc(NC(C)=O)cc1	-8%	?
CCc1nc2c(OCc3cc(Cl)cc(Cl)c3)cccn2c1N(C=O)Cc1ccccc1	?	-1
Cc1ccc2ccccc2c1C(O)c1ncc(-c2ccc(F)cc2)[nH]1 (stereo unspecified)	?	-12
COc1ccc(C2CC(=O)Nc3ccsc32)cc1 (stereo unspecified)	6%	-7
CC(Sc1ccc(Cl)cc1)C(=O)N1CCN(c2nccs2)CC1 (stereo unspecified)	5%	-16
Cc1cnc(NC(=O)c2cccnc2Oc2ccc(F)cc2Br)s1	3%	-1

The list is partial. The share of hits here may be higher or lower than overall.
